Runt-SMMHC FRET = Runt domain-CBFb-SMMHC interaction inhibition; Q01196+Q13951; Cerulean-Runt/Venus-CBFb-SMMHC FRET ratio 530/480, 1 h; inhibition, % at 20 µM; actives 0.74% (n = 220,000);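 active = mean inhibition across duplicate retests at 20 µM reaching about 50%, limit read from the data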;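 note: 0% = DMSO wells and 100% = wells with excess untagged CBFb-SMMHC; inhibitors lower the FRET ratio by blocking Runt binding to CBFb-SMMHC; some results filed as inactive read as strong as hits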
CHOP inhibitor = CHOP inhibition in unfolded protein response; CHO-K1 CHOP-promoter luciferase, tunicamycin-induced, 15-18 h; actives 3.8% (n = 220,000); inhibition, % at 10 µM;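 active = compounds that reduced the stress-induced luciferase reporter signal by more than about 70% of percent inhibition, limit read from the data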;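 note: 0% = tunicamycin plus vehicle and 100% = wells without tunicamycin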
zfTRPN1 agonist = agonists of zebrafish TRPN1 channel | HEK293 zebrafish TRPN1-YFP, Fluo-8 calcium fluorescence; 100% = response to 87 µM carbachol | AID 1424 | actives 0.18% (n = 220,000) | activation, % at 3 µM;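 active = activation above its plate's cutoff, the mean activation of test wells on that plate plus 3 SD, cut at about 19% in these data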;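 note: 0% = DMSO alone and 100% = 87 µM carbachol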
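System: zebrafish TRPN1-YFP in HEK293 cells / Dosing: 3 µM single point / Timing: dye loading 1 h at 37 °C, then 30 min room temperature / Signal: Fluo-8 calcium fluorescence, excitation 470-495 nm, emission 515-575 nm / Read-out basis: percent activation from peak over basal fluorescence ratio, control-normalized / Control set: high carbachol 87 µM, low DMSO alone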
PPC-1+TRAIL kill = PPC-1 cancer cell killing with TRAIL present; PPC-1 cells + TRAIL, ATPLite viability luminescence; cell killing (% activity), % at 4 µM; actives 0.41% (n = 220,000); AID 1443;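 active = cell killing above 50% in the first pass at 4 µM, then a duplicate retest at 5 µM averaging 50% or more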;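 note: plate controls were cells with TRAIL plus DMSO for no effect and medium-only wells lacking cells for full effect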
MDM2 E3 inh = inhibitors of human Mdm2 E3 ubiquitin ligase. cell-based MDM2 ubiquitination luciferase reporter, 2 h; 0 = plate control, 100 = twice control, blank-subtracted. signal enhancement, % at 5 µM. actives 0.11% (n = 210,000). Q00987;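 active = signal enhancement of 30% or more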;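 note: luminescence tracks abundance of the self-degrading MDM2-luciferase fusion protein; higher signal means inhibition of MDM2 E3 ligase activity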
Target sequence (Q00987 whole entry, looked up, the tested form may be a part): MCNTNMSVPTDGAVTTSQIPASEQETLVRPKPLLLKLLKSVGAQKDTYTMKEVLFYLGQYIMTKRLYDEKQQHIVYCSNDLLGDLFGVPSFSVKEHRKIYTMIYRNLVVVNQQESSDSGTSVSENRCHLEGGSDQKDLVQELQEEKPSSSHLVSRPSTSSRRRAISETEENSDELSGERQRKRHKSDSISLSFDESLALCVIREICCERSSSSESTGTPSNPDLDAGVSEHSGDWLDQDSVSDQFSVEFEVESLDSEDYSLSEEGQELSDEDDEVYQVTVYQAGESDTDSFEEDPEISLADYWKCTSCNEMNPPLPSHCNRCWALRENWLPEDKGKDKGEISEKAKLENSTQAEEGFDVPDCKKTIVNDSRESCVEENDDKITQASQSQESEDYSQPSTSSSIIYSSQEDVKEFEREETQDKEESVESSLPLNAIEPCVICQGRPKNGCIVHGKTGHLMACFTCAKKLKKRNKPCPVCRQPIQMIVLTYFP
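Test system: mammalian cells stably expressing self-ubiquitinating, self-degrading MDM2 E3–luciferase fusion; Amount: 2000 cells in each well; Medium: DMEM; Schedule: 4 h settle plus 2 h compound, 37 °C; Technique: SteadyLite luciferase luminescence after 15 min room-temperature reagent incubation; Benchmarks: plate control and blank wells.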
EBV gp42 inh = EBV gp42 inhibition. Q1HVG2. Fluorescence polarization binding assay, mP read-out. inhibition, % (tested at 21.74 µM). actives 0.42% (n = 220,000). AID 1085; in the data active = inhibition above about 50%
NCF1 inh = p47phox (human) inhibition; P14598; p47phox/p22phox peptide binding, fluorescence polarization, 2 h; inhibition, % at 24.7 µM; actives 0.53% (n = 220,000);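 active = inhibition above about 30%, limit read from the data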;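 note: 0% = p47phox with labelled peptide and 100% = labelled peptide alone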
TNF death inh = TNF-alpha cell death inhibition in Jurkat FADD-/- cells; actives 0.068% (n = 220,000); AID 463075; activation (protection from cell death), % at 10 µM; Jurkat FADD-/- TNF necroptosis rescue, ATP luminescence, 24 h; 0 = TNF only, 100 = no-TNF cells;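 active = activation, meaning protection from cell death, of at least 50% relative to plate controls; inactive = activation below 50%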;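 note: necroptosis triggered by 40 ng/mL TNF-alpha added together with compound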
TRPML3 agonist = activates the human TRPML3 channel; actives 0.29% (n = 220,000); activation, % at 3 µM; HEK293 TRPML3-YFP, Fluo-8 calcium fluorescence; 100% = the carbachol control signal;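 active = activation above its plate's cutoff, the mean activation of the plate's test wells plus 3 SD, cut at about 12% in these data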;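 note: 0% = DMSO only wells and 100% = carbachol wells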
Target sequence (Q8TDD5 whole entry, looked up): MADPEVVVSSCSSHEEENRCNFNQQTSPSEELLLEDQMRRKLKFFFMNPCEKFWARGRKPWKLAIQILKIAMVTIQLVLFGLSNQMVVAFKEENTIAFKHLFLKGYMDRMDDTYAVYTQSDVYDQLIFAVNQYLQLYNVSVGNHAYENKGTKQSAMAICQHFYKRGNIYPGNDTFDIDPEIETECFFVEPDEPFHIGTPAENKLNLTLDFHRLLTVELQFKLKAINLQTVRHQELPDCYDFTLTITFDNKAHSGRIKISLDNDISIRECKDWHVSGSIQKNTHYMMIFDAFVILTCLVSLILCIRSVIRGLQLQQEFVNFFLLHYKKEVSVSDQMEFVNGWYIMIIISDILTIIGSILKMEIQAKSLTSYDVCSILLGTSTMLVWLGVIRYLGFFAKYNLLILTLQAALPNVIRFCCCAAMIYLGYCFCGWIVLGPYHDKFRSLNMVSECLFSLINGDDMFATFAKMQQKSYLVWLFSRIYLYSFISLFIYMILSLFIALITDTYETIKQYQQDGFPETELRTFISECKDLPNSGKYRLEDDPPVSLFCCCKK
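Material: TRPML3-YFP stable HEK293 cells | Dosing: One concentration, 3 µM nominal, 0.3% DMSO | Timing: 125 s total fluorescence read per well | Technique: Fluo-8 calcium dye fluorescence, ex 470-495, em 515-575 nm | Measure: Percent activation from peak-to-basal fluorescence ratio, scaled between DMSO and carbachol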
An asterisk follows results filed as active. No enrichment for hits (roughly 5.9% active in at least one column).

Screening O=[N+]([O-])c1cccc(C=Nc2cc3c(cc2Br)OCCO3)c1 returned Runt-SMMHC FRET 0, CHOP inhibitor 20, zfTRPN1 agonist -0.7, PPC-1+TRAIL kill 0, MDM2 E3 inh -14, EBV gp42 inh -5, NCF1 inh -3, TNF death inh 0.4 and TRPML3 agonist 0.1.
`C=CCn1c(=O)c(C(=O)NCCNCC)c(O)c2ccccc21` gave Runt-SMMHC FRET 0, CHOP inhibitor -7, zfTRPN1 agonist 0.6, PPC-1+TRAIL kill -2, MDM2 E3 inh -18, EBV gp42 inh 1, NCF1 inh -1, TNF death inh 0.5 and TRPML3 agonist -0.2.
CCOC(=O)c1cc(-c2ccc(C)cc2)nc2nc(SC)[nH]c(=O)c12 was read as Runt-SMMHC FRET -1, CHOP inhibitor 67, zfTRPN1 agonist -0.2, PPC-1+TRAIL kill 21, MDM2 E3 inh 12, EBV gp42 inh 2, NCF1 inh -1, TNF death inh -0.2 and TRPML3 agonist 0.9.
`CCSc1nnc(NC(=O)CSc2nc3c(c(=O)n2-c2ccccc2)SCC3)s1` gave Runt-SMMHC FRET 1, CHOP inhibitor 32, zfTRPN1 agonist 0.3, PPC-1+TRAIL kill 11, MDM2 E3 inh 14, EBV gp42 inh 11, NCF1 inh -10, TNF death inh -1.1 and TRPML3 agonist 0.9.
Cc1ccc(N=Nc2c(=O)[nH]n3c(C)cc(C)nc23)cc1 was read as Runt-SMMHC FRET -13, CHOP inhibitor 26, zfTRPN1 agonist -1.3, PPC-1+TRAIL kill 12, MDM2 E3 inh -12, EBV gp42 inh -13, NCF1 inh -10, TNF death inh -3.2 and TRPML3 agonist 0.3.
O=C(CSc1ncccn1)N/N=C/c1cccs1 was read as Runt-SMMHC FRET 3, CHOP inhibitor 2, zfTRPN1 agonist -1.1, PPC-1+TRAIL kill -23, MDM2 E3 inh -9, EBV gp42 inh -11, NCF1 inh -16, TNF death inh -2.0 and TRPML3 agonist 0.9.
For CC1=C(CCN2CCN(C3CCCC3)C(CCO)C2)C(C)(C)CCC1 (configuration not stated) the results were Runt-SMMHC FRET 2, CHOP inhibitor -4, zfTRPN1 agonist 0.0, PPC-1+TRAIL kill 8, MDM2 E3 inh -6, EBV gp42 inh -12, NCF1 inh 2, TNF death inh 2.3 and TRPML3 agonist 1.4.
`NS(=O)(=O)c1ccc(CNC(=O)c2ccc(Br)o2)cc1` gave Runt-SMMHC FRET -4, CHOP inhibitor 12, zfTRPN1 agonist -1.1, PPC-1+TRAIL kill 3, MDM2 E3 inh -22, EBV gp42 inh -8, NCF1 inh -8, TNF death inh -1.0 and TRPML3 agonist 0.3.
Screening COc1cc(-c2nnc(COC(=O)CSc3cc(C)c4ccccc4n3)o2)cc(OC)c1OC returned Runt-SMMHC FRET -2, CHOP inhibitor 17, zfTRPN1 agonist 1.7, PPC-1+TRAIL kill 17, MDM2 E3 inh -19, EBV gp42 inh -15, NCF1 inh -15, TNF death inh -2.4 and TRPML3 agonist 0.0.
Screening Cc1ccc(S(=O)(=O)N2CCN(C(=O)CSc3nnc(-c4ccco4)o3)CC2)cc1 returned Runt-SMMHC FRET -3, CHOP inhibitor 49, zfTRPN1 agonist 0.1, PPC-1+TRAIL kill -7, MDM2 E3 inh -1, EBV gp42 inh -14, NCF1 inh -14, TNF death inh -6.6 and TRPML3 agonist 0.0.
Screening COc1cc(C(=O)Nc2nc3ccccc3s2)ccc1OCc1c(C)noc1C returned Runt-SMMHC FRET -2, CHOP inhibitor 59, zfTRPN1 agonist 3.0, PPC-1+TRAIL kill 28, MDM2 E3 inh -10, EBV gp42 inh -7, NCF1 inh -28, TNF death inh -0.5 and TRPML3 agonist 0.4.
Screening COc1ccccc1NC(=O)NC1(C(=O)N2CCC(O)CC2)CCCCC1 returned Runt-SMMHC FRET 1, CHOP inhibitor 12, zfTRPN1 agonist -0.2, PPC-1+TRAIL kill 8, MDM2 E3 inh 6, EBV gp42 inh -12, NCF1 inh -7, TNF death inh -1.0 and TRPML3 agonist -0.3.
For CC(=O)N(CC(=O)O)c1ccccc1 the results were Runt-SMMHC FRET 1, CHOP inhibitor -22, zfTRPN1 agonist -0.9, PPC-1+TRAIL kill 20, MDM2 E3 inh 5, EBV gp42 inh -18, NCF1 inh -9, TNF death inh 0.8 and TRPML3 agonist 0.5.
For Cn1c(SCC(=O)N2CCc3ccccc32)nc2cccnc21 the results were Runt-SMMHC FRET -42, CHOP inhibitor 3, zfTRPN1 agonist 3.3, PPC-1+TRAIL kill 10, MDM2 E3 inh 3, EBV gp42 inh -10, NCF1 inh -3, TNF death inh 0.9 and TRPML3 agonist 1.5.
Screening O=C(CCN1C(=O)S/C(=C\c2cccs2)C1=O)Nc1nccs1 returned Runt-SMMHC FRET -9, CHOP inhibitor -6, zfTRPN1 agonist 1.0, PPC-1+TRAIL kill 10, MDM2 E3 inh -8, EBV gp42 inh -25, NCF1 inh -38, TNF death inh 0.3 and TRPML3 agonist -0.2.
Screening COc1ccccc1-c1nc(C#N)c(N2CC(C)CC(C)C2)o1 (configuration not stated) returned Runt-SMMHC FRET -3, CHOP inhibitor 40, zfTRPN1 agonist -0.3, PPC-1+TRAIL kill 10, MDM2 E3 inh -2, EBV gp42 inh -1, NCF1 inh 0, TNF death inh 0.1 and TRPML3 agonist 1.0.
`COc1ccc(OC)c(Nc2nc(N)nc(-c3cc4ccccc4o3)n2)c1` gave Runt-SMMHC FRET -2, CHOP inhibitor 32, zfTRPN1 agonist -1.1, PPC-1+TRAIL kill 6, MDM2 E3 inh -18, EBV gp42 inh 3, NCF1 inh 7, TNF death inh -1.0 and TRPML3 agonist 1.4.
Screening COc1ccc(NC(=S)N2CCc3cc(OC)c(OC)cc3C2)cc1 returned Runt-SMMHC FRET -9, CHOP inhibitor 17, zfTRPN1 agonist 0.3, PPC-1+TRAIL kill 4, MDM2 E3 inh -14, EBV gp42 inh -16, NCF1 inh -10, TNF death inh 2.3 and TRPML3 agonist 0.0.
For COCc1[nH][nH]c(=O)c1C=Nc1ccc(Cl)cc1 the results were Runt-SMMHC FRET -3, CHOP inhibitor -1, zfTRPN1 agonist -0.7, PPC-1+TRAIL kill 6, MDM2 E3 inh -6, EBV gp42 inh -21, NCF1 inh -7, TNF death inh -9.1 and TRPML3 agonist 0.3.
Screening CCC1Sc2ccccc2N(CC(=O)NC2CCCCC2)C1=O (configuration not stated) returned Runt-SMMHC FRET -1, CHOP inhibitor 1, zfTRPN1 agonist -1.0, PPC-1+TRAIL kill 16, MDM2 E3 inh -11, EBV gp42 inh -1, NCF1 inh 2, TNF death inh 1.4 and TRPML3 agonist 0.1.

Brought forward from above: two compounds, then new ones.
For COCc1[nH][nH]c(=O)c1C=Nc1ccc(Cl)cc1 the results were Runt-SMMHC FRET -3, CHOP inhibitor -1, zfTRPN1 agonist -0.7, PPC-1+TRAIL kill 6, MDM2 E3 inh -6, EBV gp42 inh -21, NCF1 inh -7, TNF death inh -9.1 and TRPML3 agonist 0.3.
Screening CCC1Sc2ccccc2N(CC(=O)NC2CCCCC2)C1=O (configuration not stated) returned Runt-SMMHC FRET -1, CHOP inhibitor 1, zfTRPN1 agonist -1.0, PPC-1+TRAIL kill 16, MDM2 E3 inh -11, EBV gp42 inh -1, NCF1 inh 2, TNF death inh 1.4 and TRPML3 agonist 0.1.
`CC(C)OP(=O)(c1ccc(N(C)C)cc1)C(O)c1ccccc1` (configuration not stated) gave Runt-SMMHC FRET -4, CHOP inhibitor 7, zfTRPN1 agonist -0.7, PPC-1+TRAIL kill 8, MDM2 E3 inh -6, EBV gp42 inh -17, NCF1 inh -17, TNF death inh 1.8 and TRPML3 agonist 0.5.
Cc1ccc2nc(-c3sc4nc(C)cc(C)c4c3N)[nH]c2c1 was read as Runt-SMMHC FRET 26, CHOP inhibitor 91*, zfTRPN1 agonist -0.2, PPC-1+TRAIL kill 31, MDM2 E3 inh -32, EBV gp42 inh -29, NCF1 inh -2, TNF death inh 0.4 and TRPML3 agonist 0.5.
CCOC(=O)N1CCN(C(=O)c2ccc3c(=O)n(CCc4ccccc4)c(=S)[nH]c3c2)CC1 was read as Runt-SMMHC FRET 1, CHOP inhibitor 47, zfTRPN1 agonist 0.4, PPC-1+TRAIL kill 15, MDM2 E3 inh -10, EBV gp42 inh -10, NCF1 inh -10, TNF death inh -2.4 and TRPML3 agonist 0.5.
For COc1ccc(-n2c(C)cc(C=O)c2C)cc1Cl the results were Runt-SMMHC FRET -10, CHOP inhibitor -8, zfTRPN1 agonist -1.6, PPC-1+TRAIL kill 19, MDM2 E3 inh -9, EBV gp42 inh -29, NCF1 inh -8, TNF death inh -1.5 and TRPML3 agonist 0.2.
Screening CC(=O)C1C(c2ccc(Br)cc2)c2c(noc2C)CC1(C)O (configuration not stated) returned Runt-SMMHC FRET 2, CHOP inhibitor -10, zfTRPN1 agonist 1.6, PPC-1+TRAIL kill 10, MDM2 E3 inh -2, EBV gp42 inh 7, NCF1 inh 9, TNF death inh -0.8 and TRPML3 agonist 0.6.
`O=c1[nH]cc(NCCNc2ncc(C(F)(F)F)cc2Cl)c(=O)[nH]1` gave Runt-SMMHC FRET 5, CHOP inhibitor 3, zfTRPN1 agonist 0.2, PPC-1+TRAIL kill 6, MDM2 E3 inh -10, EBV gp42 inh 5, NCF1 inh -1, TNF death inh 0.1 and TRPML3 agonist 0.6.
`COc1ccc(Cl)cc1NC(=O)NCCN1CCNC1=O` gave Runt-SMMHC FRET 91, CHOP inhibitor 5, zfTRPN1 agonist 0.9, PPC-1+TRAIL kill 4, MDM2 E3 inh 0, EBV gp42 inh -5, NCF1 inh -9, TNF death inh 0.2 and TRPML3 agonist 0.3.
For CCOc1ccc(/C=C2\C(=O)c3ccccc3OC2c2ccccc2)cc1 (configuration not stated) the results were Runt-SMMHC FRET -1, CHOP inhibitor -4, zfTRPN1 agonist -0.3, PPC-1+TRAIL kill 2, MDM2 E3 inh -2, EBV gp42 inh -1, NCF1 inh -16, TNF death inh 0.0 and TRPML3 agonist -0.5.
Cc1ccccc1NC(=O)c1cnc(Nc2nc3ccccc3s2)nc1C was read as Runt-SMMHC FRET 0, CHOP inhibitor -6, zfTRPN1 agonist -0.2, PPC-1+TRAIL kill 4, MDM2 E3 inh 2, EBV gp42 inh -4, NCF1 inh -17, TNF death inh -2.1 and TRPML3 agonist -0.1.
For CCOC(=O)C(Sc1nnc2c3ccccc3n(CC)c2n1)C(=O)OCC the results were Runt-SMMHC FRET 34, CHOP inhibitor -13, zfTRPN1 agonist -0.9, PPC-1+TRAIL kill 14, MDM2 E3 inh -17, EBV gp42 inh -12, NCF1 inh -13, TNF death inh -2.3 and TRPML3 agonist 2.0.
Screening CC(c1ccccc1)N1CC(C(=O)NC2CCCC2)CC1=O (configuration not stated) returned Runt-SMMHC FRET 2, CHOP inhibitor 4, zfTRPN1 agonist 1.2, PPC-1+TRAIL kill -2, MDM2 E3 inh -23, EBV gp42 inh 12, NCF1 inh -4, TNF death inh 0.5 and TRPML3 agonist 0.4.
